# G9a inh: inhibitors of human histone lysine methyltransferase G9a; Q96KQ7; G9a H3K9 monomethylation, AlphaScreen, 2 h; Potency, µM (doses to about 102 µM), for the others: at the top dose activity, negative = inhibition, usual class: inhibitors; 350,000 tested, 8.8% active; further: on the % scale 0 is the no-effect control and ±100 the full control effect; nearly all actives have a fitted effect of over 75% in size
#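 Step 1: enzyme (final 20 nM) with compound, 15 min RT. Step 2: substrate peptide 500 nM and SAM 20 uM, 2 h RT. Step 3: anti-H3K9me1 antibody and AlphaScreen beads, 10 min, then plate read.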
# POLK inh: blocks human DNA polymerase kappa activity; Q9UBT6; purified Pol kappa, fluorescent DNA synthesis assay, 10 min; Potency, µM (doses to about 107 µM), for inactives: top-dose activity, negative = inhibition, actives largely listed as inhibitors; 400,000 tested, 0.53% active; further: on the % scale 0 is the no-effect control and ±100 the full control effect
#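 Readout: fluorescence, taken kinetically at 0 and 10 min. Conditions: 10 nM Pol kappa, 15 min RT compound preincubation, 50 nM substrate final. Controls: enzyme-free buffer wells.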
# BLM inh: inhibitors of human Bloom syndrome helicase BLM; P54132; recombinant BLM DNA unwinding, fluorescence dequenching; Potency, µM (highest dose often 56.1 µM), inactives show top-dose activity change, negative = inhibition, hits mostly inhibitors; 350,000 tested, 0.2% active; AID 2528;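 further: plate controls were vehicle for no effect and no enzyme for full effect; nearly all actives have a fitted effect of over 35% in size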
# Target sequence (P54132 whole entry, looked up): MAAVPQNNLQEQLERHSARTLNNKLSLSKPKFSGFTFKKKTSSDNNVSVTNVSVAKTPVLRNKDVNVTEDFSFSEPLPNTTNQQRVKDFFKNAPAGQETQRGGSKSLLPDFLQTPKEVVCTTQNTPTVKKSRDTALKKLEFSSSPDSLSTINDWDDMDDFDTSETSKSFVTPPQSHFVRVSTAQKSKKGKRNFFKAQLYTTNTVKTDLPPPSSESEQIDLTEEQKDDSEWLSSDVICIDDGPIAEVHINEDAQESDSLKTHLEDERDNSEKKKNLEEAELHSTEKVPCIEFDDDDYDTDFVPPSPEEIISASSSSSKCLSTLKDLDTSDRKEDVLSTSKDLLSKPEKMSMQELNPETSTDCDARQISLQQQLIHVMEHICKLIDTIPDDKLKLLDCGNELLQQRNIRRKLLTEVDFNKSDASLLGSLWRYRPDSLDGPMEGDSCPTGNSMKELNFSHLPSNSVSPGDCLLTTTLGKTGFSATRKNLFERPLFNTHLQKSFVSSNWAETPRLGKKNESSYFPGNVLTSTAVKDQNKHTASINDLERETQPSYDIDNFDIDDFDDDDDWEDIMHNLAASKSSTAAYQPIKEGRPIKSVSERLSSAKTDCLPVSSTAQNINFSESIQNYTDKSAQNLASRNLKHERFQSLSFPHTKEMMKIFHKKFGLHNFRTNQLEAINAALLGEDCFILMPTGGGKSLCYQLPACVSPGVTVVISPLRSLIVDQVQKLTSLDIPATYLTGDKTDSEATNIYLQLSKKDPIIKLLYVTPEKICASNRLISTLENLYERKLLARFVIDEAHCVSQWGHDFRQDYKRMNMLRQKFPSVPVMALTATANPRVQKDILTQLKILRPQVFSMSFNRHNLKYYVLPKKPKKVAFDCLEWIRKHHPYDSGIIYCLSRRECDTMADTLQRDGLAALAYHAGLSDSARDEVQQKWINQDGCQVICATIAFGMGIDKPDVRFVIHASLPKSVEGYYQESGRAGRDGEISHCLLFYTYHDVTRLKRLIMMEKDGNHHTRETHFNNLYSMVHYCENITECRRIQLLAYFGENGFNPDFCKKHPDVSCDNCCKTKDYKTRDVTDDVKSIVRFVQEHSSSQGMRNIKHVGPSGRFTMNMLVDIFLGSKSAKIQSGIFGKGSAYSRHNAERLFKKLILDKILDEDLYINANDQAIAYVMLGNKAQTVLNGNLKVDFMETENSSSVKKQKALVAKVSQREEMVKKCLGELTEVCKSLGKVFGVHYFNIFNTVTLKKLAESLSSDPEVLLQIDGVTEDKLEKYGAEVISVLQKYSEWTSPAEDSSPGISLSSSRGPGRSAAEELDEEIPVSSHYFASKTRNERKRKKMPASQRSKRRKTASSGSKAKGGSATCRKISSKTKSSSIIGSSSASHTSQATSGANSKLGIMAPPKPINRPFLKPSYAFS
# BAZ2B block: blocks human BAZ2B; AID 504333; Potency, µM (top dose mostly 114 µM), without a hit: at the top dose activity change, negative = inhibition, hits mostly inhibitors; 360,000 tested, 4.4% active; AlphaScreen BAZ2B-H3K14Ac peptide displacement; Q9UIF8; further: on the % scale 0 is the no-effect control and ±100 the full control effect; nearly all actives have a fitted effect of over 60% in size
#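 Protein-peptide AlphaScreen: BAZ2B 50 nM, b-H3K14Ac 50 nM, 1x PBS pH 7.4 + 0.01% Tween-20. Preincubation 30 min RT; cpd 30 min RT (top 110 uM); beads 20 min RT, light-protected.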
# Apoferritin bind: binds horse apoferritin like a general anesthetic; P02791; apoferritin/1-aminoanthracene competitive binding, fluorescence; Potency, µM (top dose mostly 77.5 µM), for the others: at the highest dose activity change, negative = displacement, most hits filed as inhibitors; 350,000 tested, 0.074% active; AID 485281; further: on the % scale 0 is the no-effect control and ±100 the full control effect; nearly all actives have a fitted effect of over 20% in size
#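 Read-out: endpoint 1-AMA fluorescence, excitation 380 nm and emission 535 nm, after compounds sit 10 min at room temperature with 10 uM horse-spleen apoferritin in 50% saturated 1-AMA/PBS. Values come from four-parameter Hill fits.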
# APEX1 inh: APE1 (human) endonuclease inhibition | P27695 | recombinant APE1, TAMRA/BHQ-2 abasic DNA cleavage fluorescence | Potency, µM (series often up to 65.8 µM), inactives show top-dose activity change, negative = inhibition, most hits filed as inhibitors | 350,000 tested, 0.35% active | AID 2517;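 further: plate controls were vehicle for no effect and reference inhibitor for full effect; nearly all actives have a fitted effect of over 55% in size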
#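 Incision of a quenched TAMRA/BHQ-2 THF abasic-site duplex (50 nM) by 0.75 nM APE1, after 15 min compound preincubation, measured as fluorescence increase over three 60 s reads. Values normalized to buffer, DMSO and NSC13755 control wells.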
# POLH inh: blocks human DNA polymerase eta activity. Q9Y253. recombinant Pol eta, fluorescent DNA replication assay. Potency, µM (highest dose often 114 µM), inactives show at the highest dose activity change, negative = inhibition, actives largely listed as inhibitors. 390,000 tested, 1.2% active; further: on the % scale 0 is the no-effect control and ±100 the full control effect
#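 Fluorescent replication assay: 50 nM final substrate added after a 15 min room-temperature compound preincubation with 10 nM enzyme. Signal taken at 0 min and again at 10 min.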
# Pol beta inh: inhibitors of human DNA polymerase beta; P06746; Pol beta primer extension/strand displacement, fluorescence kinetic; Potency, µM (top dose mostly 114 µM), inactives show at the highest dose activity change, negative = inhibition, hits mostly inhibitors; 340,000 tested, 1.3% active; AID 485314; further: on the % scale 0 is the no-effect control and ±100 the full control effect
#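 Pol beta (10 nM) and compounds were preincubated 15 min at room temperature, then 50 nM substrate (final) started primer extension/strand displacement. Reads were taken at 0 and 10 min; concentration-response data were fitted to a four-parameter Hill equation.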
# Pol iota inh: blocks human DNA polymerase iota activity; Q9UNA4; Pol iota fluorescent replication assay, 10 min; Potency, µM (series often up to 115 µM), for inactives: top-dose activity, negative = inhibition, most hits filed as inhibitors; 390,000 tested, 1% active; AID 588590
#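 Fluorescent replication assay read twice, at 0 min and 10 min after adding 50 nM (final) substrate. Enzyme (10 nM) and compounds were first incubated 15 min at room temperature; enzyme-free buffer wells were negative controls.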
# * = called active by the depositor; ? = inconclusive; / = no result given; & = joins results of further samples; ! = not confirmed by another sample; [ ] = another dose, or the depositor's remark. The call rests on the fitted dose curve; in most records, active means well fitted curve in the direction sought with a large enough effect; inconclusive means small, poorly fitted or top-dose-only effect, or another doubt; inactive means no such curve, though single readings can be large; an effect the other way counts as inactive or inconclusive. Potency means the concentration at half of the fitted maximal effect.
SMILES,G9a inh,POLK inh,BLM inh,BAZ2B block,Apoferritin bind,APEX1 inh,POLH inh,Pol beta inh,Pol iota inh
CC[C@]1(O)C[C@H]2CN(CCc3c([nH]c4ccccc34)[C@@](C(=O)OC)(c3cc4c(cc3OC)N(C=O)[C@H]3[C@@](O)(C(=O)OC)[C@H](OC(C)=O)[C@]5(CC)C=CCN6CC[C@]43[C@@H]65)C2)C1,?,-8%[60.1 µM],3%,/,/,/,/,/,-3%
O=C(NCCCCc1ccccc1)C12CN(Cc3ccccc3)CC1C(c1ccc([N+](=O)[O-])cc1)=NO2 (stereo unspecified),?,14%,2%,15%,-11%,-1%,-8%,12%,39%[activator]
CS(=O)(=O)N(Cc1ccc(C(=O)NCc2ccco2)cc1)c1ccccc1,26%[59 µM],1%,-2%,-1%,-11%,-1%,-8%,14%,17%
O=C(Nc1nnc(S(=O)(=O)N2CCCC2)s1)c1ccccc1Cl,?,-13%&0%,0%&-4%,5µM*!,-3%&-4%,11%,-4%&18%,15%&-2%,?
CC(C)COCC1CC2(CC(C)(c3csc(N)n3)OC2=O)C(=O)O1 (stereo unspecified),-9%[59 µM],-7%,-3%,-2%,-5%,14%,2%,21%,-1%
O=C(NCc1csc(-c2cccs2)n1)c1cccc(Cl)c1,/,-6%,-9%,3%,-3%,17%,3%,24%,19%
CCOC(=O)C1CCN(S(=O)(=O)c2cccc(-c3cn4cccnc4n3)c2)CC1,-33%[12.7 µM],6%,-4%,3%,8%,12%,1%,14%,3%
O=C1CCCN1C(=O)COc1cc(F)ccc1[N+](=O)[O-],-9%[12.7 µM],18%,/,-1%,/,0%,-6%,/,30%
NCCCC[C@H]1CNC(=O)C(=O)N1CCc1cccc2ccccc12,-14%[59 µM],2%,5%,-11%,0%,-1%,-12%,0%,-10%
Cc1ccc(S(=O)(=O)c2nc(NCCCn3ccnc3)sc2Cl)cc1,0%,2%,2%,-52%,-21%,-3%,-7%,3%,0%
CC(C)NC(=O)COc1ccc(OCc2ccccc2)cc1,1%,5%,-6%,-1%,-7%,9%,-6%,2%,11%
COc1ccccc1CCC(=O)Nc1ccc(S(=O)(=O)Nc2nccs2)cc1,23%[2.33 µM],-7%,/,-4%,/,10%,-18%,/,22%
O=C1C=C(c2ccc(C(=O)O)cc2)C[C@@H](c2ccc(F)cc2)C1,/,23%,/,/,/,-1%,-6%,/,-11%
COc1cc(/C=N/NC(=O)CSc2n[nH]c(=O)[nH]c2=O)cc(OC)c1O,35µM*,4%,-3%,2%,-7%,-2%,-11%,-4%,5%
Cc1cccc2sc(NC(=O)CN3C(=O)NC4(CCCC4)C3=O)nc12,/,-5%,-6%,-5%,-21%,1%,-19%,42%,-3%
Cc1cccc(C(=O)Oc2ccccc2C(=O)N2CCOCC2)c1,20%,-2%,0%,-6%,-3%,-6%,3%,42%,29%
O=C(CCOc1ccccc1)N(Cc1cccnc1)c1nc2ccc(F)cc2s1,?,-3%[60.1 µM],0%,-10%,-11%,/,-12%,0%,-5%
COc1ccc(NC(=O)CCC2COc3ccccc3O2)c(OC)c1 (stereo unspecified),11%[12.7 µM],-16%,-1%,9%,-2%,-3%,-18%,1%,0%
COc1cccc(NC(=O)CSc2nc3ccccc3c(=O)n2CCCC(=O)NCCCN2CCOCC2)c1,7%[59 µM],-3%,-10%,-17%,-8%,-1%,-13%,10%,60%[activator]
O=C(CNC(=S)N(CCCN1CCOCC1)Cc1cccs1)N1CCOCC1,11%[59 µM],-22%,-8%,-4%,-8%,1%,4%,0%,107%[activator]

# Compounds above that contain fluorine (three):
SMILES,G9a inh,POLK inh,BLM inh,BAZ2B block,Apoferritin bind,APEX1 inh,POLH inh,Pol beta inh,Pol iota inh
O=C1CCCN1C(=O)COc1cc(F)ccc1[N+](=O)[O-],-9%[12.7 µM],18%,/,-1%,/,0%,-6%,/,30%
O=C1C=C(c2ccc(C(=O)O)cc2)C[C@@H](c2ccc(F)cc2)C1,/,23%,/,/,/,-1%,-6%,/,-11%
O=C(CCOc1ccccc1)N(Cc1cccnc1)c1nc2ccc(F)cc2s1,?,-3%[60.1 µM],0%,-10%,-11%,/,-12%,0%,-5%

# (further entries)
SMILES,G9a inh,POLK inh,BLM inh,BAZ2B block,Apoferritin bind,APEX1 inh,POLH inh,Pol beta inh,Pol iota inh
Cn1c(=O)c2cc(C(=O)N3CCN(c4ccc(Cl)cc4)CC3)sc2c2ccccc21,5%[59 µM],-4%,1%,/,5%,/,-13%,-9%,-5%
Cc1ccccc1S(=O)(=O)N1[C@@H](c2ccc(Cl)cc2)C(C(=O)O)=CC[C@H]1c1ccc(Cl)cc1,/,-44%,/,/,/,-9%,?,/,?
O=Cc1cc(-c2ccccc2)[nH]c1-c1ccccc1,/,-8%,-12%,-9%,-1%,5%,-13%,4%,41%[activator]
CCOc1ccc(C(C)=O)cc1CN1C(=O)c2ccccc2S1(=O)=O,-9%,-1%,-5%,-24%,4%,31%,-20%,1%,100%[activator]
CC1(C)CC(=O)C(C=NCCCN2CCCC2=O)=C(O)C1,9%[59 µM],-10%,3%,11%,-6%,7%,-8%,-12%,14%
COc1ccc(C(CNC(=O)c2cc3c(s2)CCC(C)C3)N2CCCC2)cc1 (stereo unspecified),22%[12.7 µM],3%,/,-36%,/,-7%,-18%,/,3%
COc1cc2cc(CCOC(=O)c3ccc(C(F)(F)F)cc3)oc(=O)c2cc1OC,-12%[0.501 µM],0%,/,13%,/,-36%,-10%,/,-6%
CS(=O)(=O)N(CCc1ccccc1)CC(=O)Nc1ccccc1,20%,0%,5%,10%,-4%,15%,-14%,45%,3%
CC(CO)(CO)NCc1ccc(-c2ccccc2)cc1,-5%[59 µM],-5%,-6%,13%,4%,1%,-14%,31%,23%
Cc1ccc(NC(=S)N(CCN(C)C)C(C)c2cccnc2)cc1 (stereo unspecified),1%[59 µM],-12%,-6%,-13%,-6%,8%,-18%,34%,149%[activator]
Clc1c(Cl)c(Cl)c2n[nH]nc2c1Cl,/,1%,3%,-10%,-10%,-2%,-11%,-19%,-16%
O=C(CSc1ccc(Br)cc1)NC1CCCCCC1,/,-4%,/,/,/,-5%,-26%,/,2%
CCc1ccc(-c2nc(CS(=O)CC(=O)NC3CCCCCC3)c(C)o2)cc1 (stereo unspecified),/,13%,-8%,-25%,?,-17%,-11%,-1%,39%[activator]
CSCCC(NS(=O)(=O)c1ccc2c(c1)oc(=O)n2C)C(=O)Nc1ccc(Cl)cc1 (stereo unspecified),0%[59 µM],-23%,0%,?,9%,/,-5%,10%,0%
CCc1ccccc1NC(=O)CNC(=O)c1n[nH]c(=O)c2ccccc12,23%[12.7 µM],-1%,/,-2%,/,40%,-17%,/,17%
C=CCn1c(C)nnc1SCC(=O)c1c(N)n(C2CC2)c(=O)[nH]c1=O,?,-1%,/,-1%,/,-4%,-13%,/,17%
COC(=O)Cc1cc(=O)n2[nH]c(C)nc2n1,-10%[12.7 µM],-14%,1%,9%,2%,1%,4%,-22%,-6%
CCCc1nnc(NC(=O)CCC(=O)O)s1,15%[59 µM],6%,3%,37%[activator],2%,-3%,-8%,41%,10%
COc1ccccc1-c1cc(C(=O)NCc2ccco2)no1,-6%[59 µM],-20%,-2%,-32%,?,-4%,3%,25%,9%
Cc1ncc([N+](=O)[O-])n1Cc1ccccc1,?,-6%,3%,-10%,3%,5%,-3%,12%,18%
CCOC(=O)C(Sc1nnc2c3ccccc3n(CC)c2n1)C(=O)OCC,?,-13%,-2%,10%,-4%,-3%,-3%,-3%,?
COc1cccc(CNC(=O)CNC(=O)c2cccs2)c1,?,4%,0%,-17%,-10%,52%[activator],-7%,1%,30%
CCc1c(C)nc(N)nc1Cl,-31%,-3%,-4%,-16%,2%,6%,-4%,30%,32%[activator]
COC(=O)c1cccc(NC(=O)c2ccccc2)c1,27%[59 µM],1%,-10%,-3%,-4%,-1%,-18%,-6%,84%[activator]
COc1ccccc1NC(=O)N1CCCC1C(=O)NCc1ccc(F)cc1 (stereo unspecified),-24%,-11%,0%,-38%,-14%,0%,1%,-1%,5%
C/C(=N\NC(=S)NCc1ccccc1)c1ccc2ccccc2c1OC(F)F,-23%,3%,-7%,?,1%,15%,-23%,6%,2%
CC(=O)c1cc(CN2CCN(C3CCCCC3)C(CCO)C2)cs1 (stereo unspecified),27%,-2%,1%,1%,-6%,5%,-23%,0%,93%[activator]
CCCC[C@@H](C=O)NC(=O)[C@H](CC(C)C)NC(=O)[C@H](CC(C)C)NC(C)=O,33%&13%[59 µM],1%[19.4 µM],2%,/,-6%&-5%,3%&-3%,/,/,/
Nn1c(Cc2cccc3ccccc23)nnc1SCc1ccccc1Cl,?,-11%,-1%,-35%,?,0%,-17%,2%,6%
CCc1cc(=O)[nH]c(SCC(=O)N2CCCC2)n1,-3%,5%,/,10%,/,-1%,-2%,/,44%[activator]
CCCn1nc(C(=O)NC2CCCC2)c2ccccc2c1=O,/,12%,/,/,/,4%,-8%,/,42%[activator]
N#CC1(Cc2ccc(Cl)cc2)c2ccccc2C=CN1C(=O)c1ccccc1 (stereo unspecified),?,-3%,-11%,-6%,4%,?,2%,12%,-5%
COc1cccc(NC(=O)c2sc3nc(C)c(C(=O)Nc4ccc(C)cc4C)c(-c4sccc4C)c3c2N)c1,-3%[59 µM],-5%,-8%,-4%,425%[activator],/,-16%,2%,-21%
COc1ccc([C@H]2[C@H](C(=O)C(C)(C)C)N3N=Cc4ccccc4C3C23C(=O)OC(C)(C)OC3=O)cc1 (stereo partly specified),1%[59 µM],-3%,0%,-10%,3%,12%,-7%,35%,20%
Cc1ccc(S(=O)(=O)N(CC(=O)O)Cc2ccco2)cc1,32µM*,?,-3%,56µM*,0%,14µM*,18µM*,?,28µM*
CC(=O)c1ccc(NC(=O)CSc2nccn2C2CCCC2)cc1,-4%[59 µM],-5%[60.1 µM],-4%,?,1%,/,-11%,0%,36%[activator]
CCOc1ccc(Nc2cc(=O)[nH]c(=O)[nH]2)cc1,18%,9%,-4%,5%,-3%,24%,-17%,24%,14%

# Screening data (PubChem)

# Only part of the results is shown; count on the stated rates, not on these rows.
